Bcl-xL primary: inhibitors of human Bcl-xL, primary screen, biochemical, fluorescence polarization, HTS | Bcl-2-like protein 1 (Homo sapiens), Q07817 | GST-Bcl-xL / FITC-Bim BH3 peptide fluorescence polarization | inhibition, % at 10.9 µM | 0.7% of 320,000 active | AID 2129, 2009;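 active means inhibition above the mean of all tested compounds plus 3 SD, cutoff set per campaign, cut at about 30% in these data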;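 further: 0% = DMSO wells and 100% = unlabeled Bim-BH3 peptide competitor; inhibitors lower millipolarization by displacing the labeled peptide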
Target sequence (Q07817 whole entry, looked up): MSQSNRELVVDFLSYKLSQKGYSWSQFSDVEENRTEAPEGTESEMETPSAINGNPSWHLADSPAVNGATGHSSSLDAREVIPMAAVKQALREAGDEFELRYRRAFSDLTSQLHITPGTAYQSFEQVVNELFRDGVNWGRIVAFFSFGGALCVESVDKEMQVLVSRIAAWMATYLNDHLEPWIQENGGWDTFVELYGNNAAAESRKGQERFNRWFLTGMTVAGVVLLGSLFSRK
MCL1 BIM primary: inhibitors of MCL1 binding to BIM-BH3, primary screen, biochemical, fluorescence polarization; AID 2057, 2009; inhibition, % at 10.9 µM; Induced myeloid leukemia cell differentiation protein Mcl-1 (Homo sapiens), Q07820; 0.68% of 320,000 active; GST-MCL1 / FITC-Bim-BH3 fluorescence polarization;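 active means inhibition above the mean inhibition of all tested compounds plus 3 SD, set per campaign, cut at about 40% in these data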;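 further: 0% = DMSO wells and 100% = unlabeled Bim-BH3 peptide control; higher means more loss of mP so more displacement of Bim peptide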
Target sequence (Q07820 whole entry, looked up): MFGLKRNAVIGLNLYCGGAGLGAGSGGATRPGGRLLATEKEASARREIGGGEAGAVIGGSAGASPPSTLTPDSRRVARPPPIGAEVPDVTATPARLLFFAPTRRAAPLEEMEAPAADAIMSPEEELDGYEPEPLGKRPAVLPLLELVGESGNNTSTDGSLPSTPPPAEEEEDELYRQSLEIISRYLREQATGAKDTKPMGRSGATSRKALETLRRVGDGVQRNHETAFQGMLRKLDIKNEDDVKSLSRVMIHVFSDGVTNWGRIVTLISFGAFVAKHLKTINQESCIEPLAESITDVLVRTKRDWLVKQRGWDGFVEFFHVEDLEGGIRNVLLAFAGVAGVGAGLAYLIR
AGP1-GFP MLPCN: modulators of AGP1-GFP expression in yeast TOR pathway, primary screen, cell-based, multiplex flow cytometry, S. cerevisiae, MLPCN library. 3 h; GFP as percent of DMSO wells. GFP response vs DMSO, % at 10 µM. 0.02% of 320,000 active;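 active means GFP response relative to DMSO above a set limit, near screen average plus 3 SD, cut at about 150% in these data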;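 further: median GFP channel fluorescence of the gated AGP1 strain per well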
GLD-1 TGE inh: GLD-1/TGE RNA complex disruptors, primary screen, biochemical, fluorescence polarization. Female germline-specific tumor suppressor gld-1 (Caenorhabditis elegans), Q17339. 0.44% of 320,000 active. inhibition, % at 5.96 µM. purified GLD-1 + fluorescein TGE RNA;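 active means percent inhibition above a per-plate cutoff, the plate mean of test compounds plus 3 SD, cut at about 30% in these data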;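 further: 0% = DMSO wells with GLD-1 and probe and 100% = wells lacking GLD-1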
Target sequence (Q17339 whole entry, looked up): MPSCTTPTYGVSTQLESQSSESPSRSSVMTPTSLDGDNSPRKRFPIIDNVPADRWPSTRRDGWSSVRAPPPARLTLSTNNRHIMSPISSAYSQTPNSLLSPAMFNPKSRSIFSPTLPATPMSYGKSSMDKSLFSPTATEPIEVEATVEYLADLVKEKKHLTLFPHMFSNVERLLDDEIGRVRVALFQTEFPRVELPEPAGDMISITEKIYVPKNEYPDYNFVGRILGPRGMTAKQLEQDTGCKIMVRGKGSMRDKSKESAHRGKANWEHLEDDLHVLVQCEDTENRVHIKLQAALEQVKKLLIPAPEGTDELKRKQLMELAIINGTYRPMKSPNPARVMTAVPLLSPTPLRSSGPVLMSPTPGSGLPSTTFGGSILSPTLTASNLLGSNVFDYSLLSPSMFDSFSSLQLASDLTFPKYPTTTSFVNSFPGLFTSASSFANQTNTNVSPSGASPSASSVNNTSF
VLA-4 inh: inhibition in human VLA-4 binding assay, primary screen, VLA-4 allosteric modulator project, MLPCN library, flow cytometry, VLA-4 expressing cells; AID 2557, 2010; Integrin alpha-4 (Homo sapiens), P13612; inhibition, % (about 7 µM as worked out from the volumes in the protocol); 0.2% of 330,000 active; ligand binding flow cytometry; in the data active means inhibition above about 50%
GRK2 inh: compounds blocking aptamer binding on GRK2 – biochemical, human GRK2, bead flow cytometry, HTS, primary screen | FAM-aptamer displacement from GRK2 | inhibition of aptamer binding, % at 10 µM | 0.59% of 330,000 active;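 active means inhibition of aptamer binding above 40%, roughly 3 SD of noise, on plates passing a quality check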;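 further: median bead fluorescence of bound FAM aptamer so fluorescent compounds give negative values; no value below 0 was filed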
MEX-5 binding: MEX-5 zinc finger RNA-binding disruptors – biochemical, C. elegans, fluorescence polarization, MLPCN library, primary screen. Zinc finger protein mex-5 (Caenorhabditis elegans), Q9XUB2. MEX-5/FITC-TCR2 RNA binding; hits give low values. activity score (negative = inhibition of binding), % at 10 µM. 0.38% of 300,000 active;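 active means inhibition past about -25% in most replicates, and total fluorescence under double the plate's negative control median, limit read from the data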;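 further: 0% = DMSO and -100% = 5 µM competing unlabeled TCR2 RNA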
CIT2 TOR yeast: modulators of CIT2-GFP expression in yeast, primary screen, S. cerevisiae, GFP fusion, multiplex flow cytometry, MLPCN library; S. cerevisiae CIT2-GFP strain, 3 h; 100 means same as DMSO wells; GFP response vs DMSO, % at 10 µM; 0.065% of 320,000 active; AID 2029, 2009;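 active means GFP response relative to DMSO above a set limit, near the screen mean plus 3 SD, cut at about 150% in these data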;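 further: ratio of well median GFP fluorescence to mean of DMSO wells on the plate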
Fam108B inh: mouse Fam108B serine hydrolase inhibitors, primary screen, counter-screen for RBBP9 inhibitor project, biochemical, fluorescence polarization; recombinant Fam108B, FP-Rh probe fluorescence polarization; 0.33% of 300,000 active; inhibition, % at 9.51 µM;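 active means inhibition above the screen mean inhibition plus 3 SD, computed separately per campaign, cut at about 18% in these data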;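 further: inhibitors lower polarization as less probe binds the enzyme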
* hit, by the source's call.

For COC(=O)c1ccc(N(CC(=O)NC2CCCC2)C(=O)c2ccc(C)s2)cc1 the results were Bcl-xL primary 1, MCL1 BIM primary 4, AGP1-GFP MLPCN 102, GLD-1 TGE inh 0, VLA-4 inh -3, GRK2 inh 1, MEX-5 binding -0.6, CIT2 TOR yeast 101 and Fam108B inh 3.
Screening COc1ccc(CNS(=O)(=O)CCNC(=O)c2cccc(OC)c2)cc1 returned Bcl-xL primary 1, MCL1 BIM primary 1, AGP1-GFP MLPCN 108, GLD-1 TGE inh 7, VLA-4 inh 22, GRK2 inh 0, MEX-5 binding -1.9, CIT2 TOR yeast 113 and Fam108B inh 3.
Screening CCn1c(-c2ccc(Cl)cc2)n[nH]c1=S returned Bcl-xL primary -12, MCL1 BIM primary -7, AGP1-GFP MLPCN 66, GLD-1 TGE inh 7, VLA-4 inh 3, GRK2 inh 3, MEX-5 binding 0.6, CIT2 TOR yeast 70 and Fam108B inh 2.
Screening CC(O)CNc1nc2ccccc2n1CC(=O)NC12CC3CC(CC(C3)C1)C2 (centres undefined) returned Bcl-xL primary -5, MCL1 BIM primary -6, AGP1-GFP MLPCN 112, GLD-1 TGE inh 4, VLA-4 inh 2, GRK2 inh 0, MEX-5 binding 0.5, CIT2 TOR yeast 114 and Fam108B inh -1.
Screening Cc1nc2c(c(C)nn2-c2ccccc2)c(C)c1C returned Bcl-xL primary 1, MCL1 BIM primary 7, AGP1-GFP MLPCN 96, GLD-1 TGE inh 0, VLA-4 inh -11, GRK2 inh 7, MEX-5 binding 2.5, CIT2 TOR yeast 99 and Fam108B inh -4.
Screening COc1ccc(CN2CCCC(N3CCN(c4ccc(OC)cc4)CC3)C2)cc1 (centres undefined) returned Bcl-xL primary 3, MCL1 BIM primary 12, AGP1-GFP MLPCN 102, GLD-1 TGE inh 1, VLA-4 inh -1, GRK2 inh 2, MEX-5 binding 0.3, CIT2 TOR yeast 112 and Fam108B inh -3.
Screening CC(=O)c1ccc(NC(=O)CCNS(=O)(=O)c2cccc3nonc23)cc1 returned Bcl-xL primary 7, MCL1 BIM primary -1, AGP1-GFP MLPCN 99, GLD-1 TGE inh 6, VLA-4 inh 0, GRK2 inh 0, MEX-5 binding -3.2, CIT2 TOR yeast 99 and Fam108B inh -1.
Screening Cc1cc(C(=O)Nc2cccnc2)cs1 returned Bcl-xL primary 1, MCL1 BIM primary 6, AGP1-GFP MLPCN 103, GLD-1 TGE inh 8, VLA-4 inh 4, GRK2 inh 0, MEX-5 binding 2.4, CIT2 TOR yeast 105 and Fam108B inh 2.
Screening O=C(N/N=C\c1ccc(Cl)s1)c1ccc(Cn2cccn2)o1 returned Bcl-xL primary 5, MCL1 BIM primary -4, AGP1-GFP MLPCN 98, GLD-1 TGE inh -8, VLA-4 inh -1, GRK2 inh 0, MEX-5 binding -1.0, CIT2 TOR yeast 104 and Fam108B inh 6.
`COC(=O)c1ccccc1S(=O)(=O)N(Cc1ccco1)Cc1cc2cc(OC)ccc2[nH]c1=O` gave Bcl-xL primary 3, MCL1 BIM primary 7, AGP1-GFP MLPCN 100, GLD-1 TGE inh 11, VLA-4 inh -6, GRK2 inh 3, MEX-5 binding 0.3, CIT2 TOR yeast 97 and Fam108B inh 5.
For CCN(CC)CCCNC(=O)CCC(=O)NNc1nc2ccccc2c2nc(C)nn12 the results were Bcl-xL primary 6, MCL1 BIM primary 8, AGP1-GFP MLPCN 98, GLD-1 TGE inh 1, VLA-4 inh -1, GRK2 inh 2, MEX-5 binding -54*, CIT2 TOR yeast 101 and Fam108B inh 2.
Screening C=CCNC(=S)Nc1ccc(Cl)cc1F returned Bcl-xL primary 9, MCL1 BIM primary 2, AGP1-GFP MLPCN 88, GLD-1 TGE inh 0, VLA-4 inh 6, GRK2 inh 3, MEX-5 binding 2.2, CIT2 TOR yeast 96 and Fam108B inh -3.
NS(=O)(=O)c1ccc(CNC(=O)c2ccc3ccccc3n2)cc1 was read as Bcl-xL primary -9, MCL1 BIM primary -11, AGP1-GFP MLPCN 107, GLD-1 TGE inh -1, VLA-4 inh 2, GRK2 inh 0, MEX-5 binding 0.8, CIT2 TOR yeast 103 and Fam108B inh 4.
For O=C1CC(C(=O)Nc2ccccc2)S/C(=N\N=C\c2ccco2)N1 (centres undefined) the results were Bcl-xL primary 0, MCL1 BIM primary -3, AGP1-GFP MLPCN 105, GLD-1 TGE inh 13, VLA-4 inh 9, GRK2 inh 2, MEX-5 binding 0.9, CIT2 TOR yeast 103 and Fam108B inh 3.
Cc1cccc(NC(=O)CSCc2cc(=O)n3c(C)csc3n2)c1C was read as Bcl-xL primary 1, MCL1 BIM primary -1, AGP1-GFP MLPCN 100, GLD-1 TGE inh -1, VLA-4 inh 6, GRK2 inh 0, MEX-5 binding -6.1, CIT2 TOR yeast 94 and Fam108B inh 1.

Overlap with the part before: two compounds, then new ones.
For O=C1CC(C(=O)Nc2ccccc2)S/C(=N\N=C\c2ccco2)N1 (centres undefined) the results were Bcl-xL primary 0, MCL1 BIM primary -3, AGP1-GFP MLPCN 105, GLD-1 TGE inh 13, VLA-4 inh 9, GRK2 inh 2, MEX-5 binding 0.9, CIT2 TOR yeast 103 and Fam108B inh 3.
Cc1cccc(NC(=O)CSCc2cc(=O)n3c(C)csc3n2)c1C was read as Bcl-xL primary 1, MCL1 BIM primary -1, AGP1-GFP MLPCN 100, GLD-1 TGE inh -1, VLA-4 inh 6, GRK2 inh 0, MEX-5 binding -6.1, CIT2 TOR yeast 94 and Fam108B inh 1.
Screening Cc1ccccc1-n1ncc2c1CC(C)(C)CC2NC(=O)CCCN1CCCC1=O (centres undefined) returned Bcl-xL primary 5, MCL1 BIM primary 3, AGP1-GFP MLPCN 99, GLD-1 TGE inh 2, VLA-4 inh 2, GRK2 inh 0, MEX-5 binding 0.8, CIT2 TOR yeast 98 and Fam108B inh 2.
CC1CCCC(NC(=O)c2ccc3c(=O)n(CC4CCCO4)c(=O)[nH]c3c2)C1C (centres undefined) was read as Bcl-xL primary 6, MCL1 BIM primary 5, AGP1-GFP MLPCN 101, GLD-1 TGE inh 3, VLA-4 inh -9, GRK2 inh 0, MEX-5 binding -0.4, CIT2 TOR yeast 97 and Fam108B inh 4.
Screening COc1ccc(/C=C2\Sc3ccc(C(=O)NCc4cccnc4)cc3N(C)C2=O)cc1OC returned Bcl-xL primary 2, MCL1 BIM primary 2, AGP1-GFP MLPCN 104, GLD-1 TGE inh -4, VLA-4 inh 3, GRK2 inh 0, CIT2 TOR yeast 100 and Fam108B inh 0.
COCCNC(=S)N(CCc1c(C)[nH]c2ccc(C)cc12)Cc1ccco1 was read as Bcl-xL primary 1, MCL1 BIM primary 1, AGP1-GFP MLPCN 81, GLD-1 TGE inh 9, VLA-4 inh 9, GRK2 inh 1, MEX-5 binding 4.3, CIT2 TOR yeast 93 and Fam108B inh 4.
Screening NC(=O)[C@H]1CC2(CC(c3cccc(NC(=O)COc4ccc(Cl)cc4)c3)=NO2)CN1C(=O)CC(c1ccccc1)c1ccccc1 (some centres undefined) returned Bcl-xL primary 2, MCL1 BIM primary 5, AGP1-GFP MLPCN 92, GLD-1 TGE inh -2, VLA-4 inh 26, GRK2 inh 0, MEX-5 binding 2.0, CIT2 TOR yeast 92 and Fam108B inh -29.
For O=C(O)c1cc(Cl)ccc1OS(=O)(=O)c1ccc(Cl)s1 the results were AGP1-GFP MLPCN 101, GLD-1 TGE inh -5, VLA-4 inh 15, GRK2 inh 1 and CIT2 TOR yeast 102.
For CCOC(=O)c1nnn(-c2nonc2N)c1CN1CCc2ccccc2C1 the results were Bcl-xL primary 6, MCL1 BIM primary 4, AGP1-GFP MLPCN 103, GLD-1 TGE inh 0, VLA-4 inh -11, GRK2 inh 0, MEX-5 binding -2.2, CIT2 TOR yeast 104 and Fam108B inh -1.
O=C(Nc1ccc(F)c(F)c1)c1oc2ccccc2c1NC(=O)C1CCCO1 (centres undefined) was read as Bcl-xL primary -3, MCL1 BIM primary 0, AGP1-GFP MLPCN 95, GLD-1 TGE inh -1, VLA-4 inh 2, GRK2 inh 0, CIT2 TOR yeast 92 and Fam108B inh -8.
Screening CC1CCN(C(=O)c2ccc(NS(C)(=O)=O)cc2)CC1 returned Bcl-xL primary 1, MCL1 BIM primary -4, AGP1-GFP MLPCN 103, GLD-1 TGE inh 2, VLA-4 inh 1, GRK2 inh 9, MEX-5 binding -1.1, CIT2 TOR yeast 92 and Fam108B inh -4.
For CCOC(=O)C1(Cc2ccc(OC)cc2)CCN(C(=O)C2=CCCC2)CC1 the results were Bcl-xL primary -5, MCL1 BIM primary -6, AGP1-GFP MLPCN 113, GLD-1 TGE inh -2, VLA-4 inh 2, GRK2 inh 4, MEX-5 binding -2.2, CIT2 TOR yeast 94 and Fam108B inh 2.
`N#CCCN1CCNCC1` gave Bcl-xL primary 1, MCL1 BIM primary 11, GLD-1 TGE inh 2, VLA-4 inh -5, GRK2 inh 3, MEX-5 binding -1.0, CIT2 TOR yeast 94 and Fam108B inh 4.
Screening CC(C)(C)C1CCc2[nH]c3ccccc3c(=O)c2C1 (centres undefined) returned Bcl-xL primary 0, MCL1 BIM primary 2, AGP1-GFP MLPCN 97, GLD-1 TGE inh 1, VLA-4 inh 9, GRK2 inh 0, MEX-5 binding 2.3, CIT2 TOR yeast 105 and Fam108B inh -2.
CC(C)C(=O)NCC(c1cccs1)S(=O)(=O)c1ccc(F)cc1 (centres undefined) was read as Bcl-xL primary 1, MCL1 BIM primary 1, AGP1-GFP MLPCN 102, GLD-1 TGE inh 2, VLA-4 inh 1, GRK2 inh 0, MEX-5 binding -0.1, CIT2 TOR yeast 102 and Fam108B inh 1.
For S=C(Nc1ccccc1)N1CCn2c1nc1ccccc12 the results were Bcl-xL primary 5, MCL1 BIM primary 8, AGP1-GFP MLPCN 97, GLD-1 TGE inh 3, VLA-4 inh -5, GRK2 inh 4, MEX-5 binding 3.1, CIT2 TOR yeast 94 and Fam108B inh -2.
`Cc1c(Cl)cccc1NC(=O)Nc1cccnc1` gave Bcl-xL primary 3, MCL1 BIM primary -2, AGP1-GFP MLPCN 94, GLD-1 TGE inh 5, VLA-4 inh -1, GRK2 inh 4, MEX-5 binding -1.0, CIT2 TOR yeast 105 and Fam108B inh -1.
`O=[N+]([O-])c1ccc(O)c(Nc2ncnc3ccccc23)c1` gave Bcl-xL primary -2, MCL1 BIM primary 8, AGP1-GFP MLPCN 93, GLD-1 TGE inh 7, VLA-4 inh 3, GRK2 inh 3, MEX-5 binding -1.6, CIT2 TOR yeast 80 and Fam108B inh 0.
For Cc1ccc2nc(N(CCCN(C)C)C(=O)c3ccc(S(=O)(=O)N4CCOCC4)cc3)sc2c1 the results were Bcl-xL primary 6, MCL1 BIM primary 2, AGP1-GFP MLPCN 100, GLD-1 TGE inh 5, VLA-4 inh 8, GRK2 inh 0, MEX-5 binding -1.7, CIT2 TOR yeast 103 and Fam108B inh 3.
Nc1c(C(=O)NCc2ccccc2)nnn1Cc1cccc(Cl)c1 was read as Bcl-xL primary 2, MCL1 BIM primary 2, AGP1-GFP MLPCN 103, GLD-1 TGE inh -4, VLA-4 inh 6, GRK2 inh 3, MEX-5 binding -0.2, CIT2 TOR yeast 105 and Fam108B inh -5.

Bioassay records from PubChem BioAssay.

No enrichment for hits; about 2.2% have a hit in one of these screens.
